# TRPC6 activator: mouse TRPC6 channel activators, primary screen, cell-based, HEK293, membrane potential dye. B-score at 10 µM. HEK293-TRPC6 membrane potential dye fluorescence; stronger effect = higher value. 0.13% of 310,000 active. Short transient receptor potential channel 6 (Mus musculus), Q61143;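 active means B-score of the integrated fluorescence ratio above library mean plus 3 SD, and starting fluorescence ratio within library mean plus 5 SD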;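 further: higher score means more depolarization so channel activation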
# Target sequence (Q61143 whole entry, looked up): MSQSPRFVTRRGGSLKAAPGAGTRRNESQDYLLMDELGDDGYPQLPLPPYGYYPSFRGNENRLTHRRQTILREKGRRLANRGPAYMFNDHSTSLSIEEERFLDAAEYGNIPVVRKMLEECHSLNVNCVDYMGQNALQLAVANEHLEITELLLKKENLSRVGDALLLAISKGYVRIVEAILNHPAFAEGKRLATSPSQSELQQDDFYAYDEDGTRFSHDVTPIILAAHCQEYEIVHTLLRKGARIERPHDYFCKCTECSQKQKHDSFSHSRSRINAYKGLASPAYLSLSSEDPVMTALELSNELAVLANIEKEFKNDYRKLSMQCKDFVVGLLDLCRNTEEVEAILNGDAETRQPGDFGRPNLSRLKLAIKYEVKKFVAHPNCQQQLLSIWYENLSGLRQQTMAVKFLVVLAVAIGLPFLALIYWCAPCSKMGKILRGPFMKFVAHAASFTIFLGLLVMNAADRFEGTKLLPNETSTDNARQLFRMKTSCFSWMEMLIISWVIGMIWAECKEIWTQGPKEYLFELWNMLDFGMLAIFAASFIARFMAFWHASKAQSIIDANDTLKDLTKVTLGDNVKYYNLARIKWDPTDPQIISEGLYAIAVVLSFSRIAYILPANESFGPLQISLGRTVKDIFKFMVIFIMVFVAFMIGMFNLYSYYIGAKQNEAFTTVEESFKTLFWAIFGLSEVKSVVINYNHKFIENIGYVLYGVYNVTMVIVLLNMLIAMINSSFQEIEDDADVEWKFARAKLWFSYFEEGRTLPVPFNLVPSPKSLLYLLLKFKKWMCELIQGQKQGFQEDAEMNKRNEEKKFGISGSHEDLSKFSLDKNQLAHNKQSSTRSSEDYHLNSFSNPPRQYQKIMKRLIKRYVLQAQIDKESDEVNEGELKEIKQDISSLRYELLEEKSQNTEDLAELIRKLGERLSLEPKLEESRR
# IEC-6 tox: cytotoxicity in IEC-6 intestinal epithelial cells, primary screen, cytotoxicity control for KLF5 inhibitor project, cell-based, luminescence | IEC-6 cytotoxicity, luminescence viability | inhibition, % at 5 µM | 0.78% of 290,000 active; in the data active means inhibition above about 22%;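 further: 0% = plate median of test compound wells and 100% = cytotoxic reference compound wells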
# TRPC4 inh: inhibitors of mouse TRPC4 channel, primary screen, Fluo4 calcium, HEK293 TRPC4beta/mu-opioid cells. DAMGO-evoked Fluo4 calcium flux; stronger effect = lower value. B-score at 10 µM. 0.39% of 300,000 active. AID 2247, 2010;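 active means B-score over 3 SD under the library average, no early fluorescence shift, positive overall ratio signal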
#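 Assay system: HEK293 cells with stable TRPC4beta plus mu-opioid receptor expression. Dosing: single dose. Measured by: Fluo4 Ca2+ flux fluorescence. Also added: DAMGO in two steps, submaximal then maximal. Read-out: B score from integrated Fluo4 fluorescence ratio.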
# TRPC4 PAM: positive allosteric modulators of TRPC4, primary screen, cell-based, mouse TRPC4beta, HEK293 mu-opioid, Fluo-4 calcium | DAMGO EC20, Fluo-4 Ca2+ flux; stronger effect = higher value | B-score at 10 µM | 0.42% of 310,000 active;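 active means B-score of calcium response area above 5 SD of library B-scores, with initial fluorescence ratio within 5 SD of library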;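 further: B-score of integrated fluorescence ratio over time as area under calcium response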
# SKKanGAS inh: S. pyogenes SKKanGAS growth inhibitors in kanamycin, primary screen, streptokinase expression inhibitor project, SKKanGAS strain, BacTiter-Glo luminescence; inhibition, % at 7.5 µM; 1.3% of 300,000 active; 6 h;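 active means mean replicate score, as percent of positive control median, at least 50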;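 further: strain carries kanamycin resistance gene driven by streptokinase promoter and grows in 40 µg/ml kanamycin; loss of luminescence reflects streptokinase promoter inhibition or plain growth inhibition; 0% = median of DMSO wells and 100% = positive control at its reference dose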
# TRPC4 act: activators of mouse TRPC4 channel, primary screen, Fluo4 calcium, HEK293 TRPC4beta/mu-opioid cells | Fluo4 calcium fluorescence; stronger effect = higher value | B-score at 10 µM | Short transient receptor potential channel 4 (Mus musculus), Q9QUQ5 | 0.49% of 310,000 active;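 active means B-score above 5 SD of library B-scores, and initial fluorescence ratio not above library mean plus 5 SD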;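 further: positive B-score marks a calcium rise read as TRPC4 activation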
#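 Assay system: HEK293 stable line with TRPC4beta plus mu-opioid receptor; schedule: 45 min room-temperature Fluo4 loading, 110 s read; technique: kinetic Fluo4 calcium fluorescence; evaluation: integrated baseline-normalised fluorescence ratio, converted to per-well B score; controls: buffer (low) and maximal DAMGO (high)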
# aSyn 5UTR inh: MLPCN primary screen, SNCA 5' untranslated region | alpha-synuclein 5'UTR reporter, inhibitor activity | inhibition, % (tested at 7.5 µM) | 0.82% of 300,000 active; in the data active means inhibition above about 60%;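 further: H4 neuroglioblastoma cells stably carrying SNCA 5'UTR luciferase fusion; 0% = DMSO wells and 100% = positive control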
# MrgX1 antagonist: antagonists of human MrgX1 receptor, primary screen, HEK293 cells, Fluo-4 calcium flux; B-score at 10 µM; 1.3% of 310,000 active; BAM8-22 antagonism; stronger effect = lower value; AID 588676, 2011;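 active means calcium-response B-score plate-corrected more than 3 library SD below zero, starting fluorescence within 5 deviations, no agonist response on first addition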;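 further: peak minus trough fluorescence over baseline after final BAM8-22 challenge near maximal dose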
# KLF5 inh: KLF5 expression inhibitors, primary screen, DLD-1 cells, luminescence. DLD-1 KLF5 promoter-luciferase reporter. inhibition, % at 5 µM. 0.23% of 290,000 active. AID 1700, 2009;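 active means inhibition above a per-plate limit of that plate's mean compound inhibition plus 3 SD, cut at about 60% in these data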;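 further: 0% = DMSO wells and 100% = LY294002 at 200 µM; higher means less KLF5 promoter-driven luciferase light; inactives centre near -14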
# HIF activator: HIF pathway transcriptional activators, primary screen, cell-based, U2OS HRE-luciferase, luminescence. U2OS HRE-luciferase reporter; normalized: DMSO 0%, desferrioxamine 100%. activation, % at 7.5 µM (by protocol). 0.32% of 300,000 active. AID 1910, 2009;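 active means mean activation of at least 10% of the iron chelator positive control signal, with at least half of replicates also reaching 10%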
# TRPC6 inh: mouse TRPC6 channel inhibitors, primary screen, cell-based, HEK293, membrane potential dye; ACh-evoked depolarization; stronger effect = lower value; 1.1% of 310,000 active; B-score at 10 µM; Short transient receptor potential channel 6 (Mus musculus), Q61143;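 active means B-score under library mean minus 3 SD, initial fluorescence not abnormally high, positive integrated signal ratio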;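 further: B-score derived from integrated fluorescence ratio over the kinetic read; more negative B-score means stronger inhibition of depolarization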
# Numbers without * were called inactive; i = inactive; · = not tested or not shown.
SMILES,TRPC6 activator,IEC-6 tox,TRPC4 inh,TRPC4 PAM,SKKanGAS inh,TRPC4 act,aSyn 5UTR inh,MrgX1 antagonist,KLF5 inh,HIF activator,TRPC6 inh
Cc1c(Br)c([N+](=O)[O-])nn1CCCC(=O)Nc1c(C)n(C)n(-c2ccccc2)c1=O,i,-2,i,i,-3,i,10,i,-25,-0.1,i
O=C(Nc1nncs1)c1cc(-c2ccncc2)nc2ccc(Cl)cc12,i,3,i,i,-1,i,12,i,-41,-0.5,i
COc1ccc(N=c2oc3cc(O)ccc3cc2C(=O)Nc2ccccn2)cc1OC,i,2,i,i,42,i,-46,i,-13,0.5,i
COC(=O)C1CCCN1C(=O)C1CCCN1C(=O)CNC(=O)OCc1ccccc1 (stereo unspecified),i,-5,i,i,-3,i,-2,i,-20,-0.1,i
NC(=O)CC(NC(=O)c1ccccc1)c1ccc(NC2CCCC2)c([N+](=O)[O-])c1 (stereo unspecified),i,·,i,i,14,i,10,i,·,-1.7,i
CCS(=O)(=O)N1CCC(C(=O)Oc2ccc(C)c(C)c2)CC1,i,0,i,i,0,i,6,i,-23,-0.4,i
Cc1c(-n2cc(C(=O)O)c(=O)c3cc(F)c(N4CCCC4)c(F)c32)c(=O)n(-c2ccccc2)n1C,i,·,i,i,-8,i,-5,i,·,-0.7,i
COc1ccccc1NC(=O)C1CCCN1S(=O)(=O)c1cccc2nsnc12 (stereo unspecified),i,11,i,i,-10,i,4,i,-8,0.2,i
CN(Cc1cccs1)C(=O)Cn1cnc2cc([N+](=O)[O-])ccc2c1=O,i,-3,i,i,-4,i,-33,i,-25,-0.4,i
CCOC(=O)C(=N/O)/C(C)=N/NC(=O)C(=O)Nc1cc(Cl)ccc1Cl,i,0,i,i,1,i,13,i,-6,-0.4,i
CC(C)(C)OC(=O)N/N=C/c1cccc([N+](=O)[O-])c1,i,1,i,i,-1,i,-129,i,-96,3.7,i
NC(=O)CC(NC(=O)c1cccc(Br)c1)c1ccc(N2CCCCCC2)c([N+](=O)[O-])c1 (stereo unspecified),i,-3,i,i,20,i,11,i,-22,-2.6,i
O=C(CCCn1c(=O)c2cccn2c2cccnc21)NCCc1ccc(Cl)cc1,i,-1,i,i,10,i,18,i,-26,0.2,i
COc1ccccc1C1CCN(c2ccc(CO)cc2[N+](=O)[O-])CC1,i,-2,i,i,-10,i,-25,i,-40,0.8,i
COc1ccccc1NC(=O)CN1CCN(c2ccccc2OC)CC1,i,2,i,i,4,i,19,i,-4,-1.2,i
COC(=O)c1cc(S(=O)(=O)NCc2ccc(Br)cc2)c[nH]1,i,1,i,i,-8,i,-2,i,-18,·,i
COC(C[C@H]1O[C@@H]1[C@@H](O)COCc1ccccc1)OC,i,·,i,i,-1,i,24,·,·,0.1,i
COc1ccc(C)cc1NC(=O)C(Sc1nnnn1C)c1ccccc1 (stereo unspecified),i,-2,i,i,-5,i,-7,i,-2,1.6,i
COc1cc2c(cc1NC(=S)NC(=O)c1c(OC)cccc1OC)oc1ccccc12,i,5,i,i,·,i,-52,i,10,-0.4,i
C[C@H](NC(=O)c1nc[nH]c1C(=O)N1CCc2ccccc2C1)C(=O)OCc1ccccc1,i,·,i,i,5,i,16,i,·,-0.4,i
Cc1ccc(NC(=O)N2CCN(C(=O)C3CCCO3)CC2)cc1 (stereo unspecified),i,3,i,i,-3,i,3,-5.9*,-15,0.5,i
COc1ccc(C(C(=O)NC2CCCC2)N2CCc3ccccc32)cc1 (stereo unspecified),i,2,i,i,12,i,-6,i,1,0.2,i
O=C(c1cc(C2CC2)on1)N1CCCC(N2CCN(c3ccc(F)cc3)CC2)C1 (stereo unspecified),i,7,i,i,-15,i,-9,i,-23,0.5,i
O=C(CSCc1cccs1)N1CCCC1,i,-1,i,i,-1,i,-80,i,-39,1.6,i
CC(C)=N/N=C(\c1cccc([N+](=O)[O-])c1)C12CN3CN(CN(C3)C1)C2,i,-3,i,i,4,i,-1,i,0,5.4,i
Cc1cccc(OCc2ccc(C(=O)N3CCOCC3)o2)c1,i,2,i,i,1,i,-7,i,-29,0.3,i
CC(C)C[C@@H](NC(=O)C1CCC(CNC(=O)[C@@H]2CCCN2C(=O)OC(C)(C)C)CC1)C(=O)O (stereo partly specified),i,-2,i,i,2,i,7,i,-26,-1.2,i
CCC1=NN(C(=O)Cc2ccc([N+](=O)[O-])cc2)C(O)(C(C)(C)C)C1 (stereo unspecified),i,-3,i,i,-6,i,-9,i,0,0.8,i
CC(=O)c1ccc(NC(=O)C(C)OC(=O)c2ccc3c(c2)nc(C)n3-c2ccccc2)cc1 (stereo unspecified),i,13,i,i,10,i,-91,i,-38,1.5,i
NS(=O)(=O)c1ccc(CCNc2nc(CN3CCCCC3)nc3sc4c(c23)CCC4)cc1,i,-3,i,i,4,i,-34,i,-11,-0.2,i
O=C(COc1ccc(N2CC(C(=O)O)CC2=O)cc1)Nc1cccc(C(F)(F)F)c1 (stereo unspecified),i,-3,i,i,-6,i,15,i,-6,-0.3,i
C=Cn1cc[n+](CC(=O)c2ccc(Cl)cc2)c1,i,-1,i,i,-4,i,-3,i,5,-0.3,i
Cc1nnsc1C(=O)N/N=C/c1ccc2ccccc2c1O,i,1,i,i,56*,i,120*,i,-12,115*,-7.6*
CN(C)CC(C)(C)CNC(=O)c1cc(=O)c2ccccc2o1,i,-2,i,i,-2,i,-17,i,-26,0.2,i
Cc1ccc(C(=O)OCC(=O)N2CC(C)CC(C)C2)cc1S(=O)(=O)N1CCCCC1 (stereo unspecified),i,·,i,i,-15,i,5,i,·,-0.1,i
Cc1cc(=S)cc(C)n1CCCO,i,0,i,i,-2,i,26,i,7,-0.5,i
CCc1ccc(OCc2nnc(SCC(=O)NC3CCCCC3)o2)cc1,i,5,i,i,-6,i,-5,i,-6,-0.4,i
Cc1cc(=O)n2nc(N3CCCC3C(=O)NCCCN3CC(C)CC(C)C3)sc2n1 (stereo unspecified),i,-4,i,i,-7,i,-8,i,-28,-0.2,i
CCOC(=O)CCCCC(=O)c1[nH]c(=O)[nH]c1Cn1ccnc1,i,-1,i,i,3,i,1,i,-9,-4.7,i
N=C1C(c2nc3ccccc3s2)=C(O)CN1Cc1ccccc1,i,6,i,i,15,i,-342,i,-14,4.3,i

# In a second layout: 2 of the compounds above.
# Fields: TRPC6 activator, IEC-6 tox, TRPC4 inh, TRPC4 PAM, SKKanGAS inh, TRPC4 act, aSyn 5UTR inh, MrgX1 antagonist, KLF5 inh, HIF activator, TRPC6 inh
> O=C(CSCc1cccs1)N1CCCC1
 : i, -1, i, i, -1, i, -80, i, -39, 1.6, i
> CC(C)=N/N=C(\c1cccc([N+](=O)[O-])c1)C12CN3CN(CN(C3)C1)C2
 : i, -3, i, i, 4, i, -1, i, 0, 5.4, i

# Following part:
SMILES,TRPC6 activator,IEC-6 tox,TRPC4 inh,TRPC4 PAM,SKKanGAS inh,TRPC4 act,aSyn 5UTR inh,MrgX1 antagonist,KLF5 inh,HIF activator,TRPC6 inh
O=C(CSc1ncnc2nc[nH]c12)c1ccccc1,i,8,i,i,-3,i,-87,i,-67,5.2,i
CN(c1ccccc1C(=O)Nc1ccccc1C(=O)NCc1ccco1)S(C)(=O)=O,i,-1,i,i,9,i,27,i,-18,-0.1,i
CC(C)Oc1ccc(CNC2CCOC(C)(C)C2)cc1 (stereo unspecified),i,-2,i,i,-11,i,20,i,4,-0.1,i
CC(=O)N1N=C(c2ccccc2)OC1c1ccc([N+](=O)[O-])s1 (stereo unspecified),i,-10,i,i,-8,i,-16,i,-11,-0.8,i
CN1C(=S)SC(N2OC3C(=O)N(c4ccccc4)C(=O)C3C2c2ccc(Cl)cc2)C1(C)C (stereo unspecified),i,1,i,i,-11,i,-17,i,-13,-0.1,i
CC(C)N(C(=O)C[n+]1ccsc1N)c1ccccc1,i,-2,i,i,-3,i,12,i,11,-0.8,i
O=C(Nc1ccc(N2CCOCC2)cc1N1CCOCC1)c1ccc(Br)cc1,i,2,i,i,16,i,10,i,-21,-0.5,i
CC(C)Oc1snc(Cl)c1C(N)=O,i,2,i,i,0,i,31,i,2,-0.2,i
C=CCn1c(C)cc(C(=O)COC(=O)c2ccc3c(c2)NC(=O)CS3)c1C,i,3,i,i,-12,i,-16,i,-9,-0.2,i
Cc1ccc(C2=NN(C3=NN=C(N)Cc4ncnn43)C(O)(C(F)(F)F)C2)cc1 (stereo unspecified),i,-6,i,i,3,i,-9,i,-3,-0.1,i
CC(COS(N)(=O)=O)Cc1ccc(C(F)(F)F)cc1 (stereo unspecified),i,4,i,i,-6,i,-14,i,-2,-0.5,i
COc1ccc(N(CC(=O)NC2CCCCC2)S(=O)(=O)c2cccnc2)cc1,i,0,i,i,-1,i,-6,i,-18,-0.4,i
CN(C)c1ccc(C(=O)C(O)c2ccc(C(C)(C)C)cc2)cc1 (stereo unspecified),i,1,i,i,3,i,5,i,-14,-0.2,i
Cc1ccc2c(C(=O)CN3CCCCC3CCO)c(C)[nH]c2c1 (stereo unspecified),i,-4,i,i,-3,i,19,i,-34,-0.6,i
CCCC(C(=O)Nc1cc(S(=O)(=O)N2CCOCC2)ccc1OC)c1ccccc1 (stereo unspecified),i,0,i,i,-3,i,24,i,-22,-1.0,i
CCOC(=O)c1ccc(NC(=S)Nc2ccccc2)cc1,i,1,i,i,-1,i,-147,i,-20,1.4,i
CCn1c(C)nc2cc(C(=O)OCCC(F)(F)F)ccc21,i,-2,i,i,6,i,15,i,-22,-0.1,i
COc1ccccc1NC(=O)CCCc1nnc2n(C)c(=O)c3sccc3n12,i,-2,i,i,-3,i,1,i,0,0.4,i
COc1cc(/C=N/NC(=O)c2cccc([N+](=O)[O-])c2)ccc1OCc1ccccc1,i,11,i,i,-1,i,-135,i,-19,1.2,i
COc1cccc(CC(=O)Nc2nc(C)cs2)c1,i,0,i,i,-3,i,-60,i,-34,1.2,i
COC(=O)C1=C(CSCc2ccccc2)NC(=O)NC1c1cc(C)ccc1C (stereo unspecified),i,2,i,i,9,i,17,i,-26,-1.1,i

# High-throughput results deposited in PubChem BioAssay by several laboratories.
